# Statin myotox sup: suppressors of statin myotoxicity in C2C12 myotubes, primary screen, cell-based, single point, plate reader; C2C12 myotubes + simvastatin, ATP luminescence, 48 h; scaled: DMSO 0, geranylgeraniol control 100; rescue of ATP level, % at 7.49 µM; 330,000 compounds, 0.78% hits; AID 602340, 2012;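 active = mean ATP rescue above about 67%, or every replicate alone reaching that limit, limit read from the data, passing the limit was not always enough; inconclusive = no clear call, values can overlap the other calls; inactive = mean under the limit and some replicate under it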;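 also: myotubes were challenged with 10 µM simvastatin during compound exposure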
# ARNT-TACC3 inh: disruptors of ARNT/TACC3 protein interaction, primary screen, biochemical, AlphaScreen, single concentration; AlphaScreen His-ARNT PAS-B/GST-TACC3 binding, luminescence; TACC3 fragment carries E629A point mutation; 390,000 compounds, 0.66% hits; inhibition, % at 9.99 µM; Transforming acidic coiled-coil-containing protein 3 (Homo sapiens), Q9Y6A5;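 active = mean inhibition of replicates at least 50% and at least half of replicates each reaching 50%; inconclusive = half or more replicates reach 50% but mean below 50%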;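 also: 0% = complete ARNT plus TACC3 wells and 100% = ARNT alone without TACC3; many hits fall short of the cut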
# ERp5 inh: inhibitors of ERp5-driven insulin aggregation, primary screen, biochemical, turbidity, absorbance 650 nm, single point; Protein disulfide-isomerase A6 (Homo sapiens), Q15084; inhibition, % at 9.99 µM; 350,000 compounds, 0.05% hits; 90 min;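 active = mean replicate inhibition above about 25%, with every replicate also reaching it, limit read from the data, passing the limit was not always enough; inconclusive = only one of those two criteria met; inactive = neither criterion met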
# Target sequence (Q15084 whole entry, looked up): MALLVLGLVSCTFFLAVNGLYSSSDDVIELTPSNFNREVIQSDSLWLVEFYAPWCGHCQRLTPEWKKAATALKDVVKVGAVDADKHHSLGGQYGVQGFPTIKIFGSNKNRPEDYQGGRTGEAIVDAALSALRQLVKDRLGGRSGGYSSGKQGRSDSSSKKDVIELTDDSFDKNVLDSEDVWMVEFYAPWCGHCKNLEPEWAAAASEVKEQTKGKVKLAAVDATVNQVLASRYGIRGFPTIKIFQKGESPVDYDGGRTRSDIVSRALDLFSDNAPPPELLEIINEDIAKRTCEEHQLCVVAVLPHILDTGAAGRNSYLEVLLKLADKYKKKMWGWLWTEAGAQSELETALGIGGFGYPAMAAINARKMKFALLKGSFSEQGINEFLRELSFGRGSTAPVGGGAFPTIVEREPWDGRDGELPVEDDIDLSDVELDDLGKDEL
# esBAF inh: Bmi1 luciferase reporter increase in mESCs, primary screen, esBAF inhibitor project, mouse ES cells, Bmi1 luciferase knock-in, single point; 24 h; 100% = twice the neutral-well signal; reporter increase, % at 12.5 µM; 350,000 compounds, 2% hits; AID 602393, 2012; in the data active = activation above about 40%; inconclusive = no clear call, values can overlap the other calls;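 also: 0% = median of the plate's neutral control wells and 100% = double that signal; a rise in the Bmi1 reporter signal indicates esBAF inhibition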
# SIRT5 inh: SIRT5 desuccinylase inhibitors, primary screen, biochemical, fluorescence imaging, single point, set 5; NAD-dependent protein deacylase sirtuin-5, mitochondrial (Homo sapiens), Q9NXA8; Purified SirT5, succinyl-peptide AMC, trypsin-coupled fluorescence; inhibition, % at 15 µM; 330,000 compounds, 1.1% hits; in the data active = inhibition above about 15%; inconclusive = no clear call, values can overlap the other calls
# Target sequence (Q9NXA8 whole entry, looked up): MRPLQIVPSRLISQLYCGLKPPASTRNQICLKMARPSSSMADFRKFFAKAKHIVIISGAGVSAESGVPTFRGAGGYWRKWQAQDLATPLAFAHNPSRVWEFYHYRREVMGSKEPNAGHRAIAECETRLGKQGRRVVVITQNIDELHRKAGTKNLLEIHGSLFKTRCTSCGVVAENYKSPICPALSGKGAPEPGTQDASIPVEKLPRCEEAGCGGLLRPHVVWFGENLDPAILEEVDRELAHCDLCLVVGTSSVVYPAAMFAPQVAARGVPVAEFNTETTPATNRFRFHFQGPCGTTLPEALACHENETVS
# Cneo AK release: Cryptococcus neoformans cell lysis inducers, primary screen, AK release luminescence, single concentration. C. neoformans lysis, adenylate kinase release luminescence, 4 h; normalised: neutral wells 0, clomiphene wells 100. lysis activity, % at 15 µM. 360,000 compounds, 0.2% hits. AID 651654, 2012;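 active = mean lysis activity across replicates of at least 80%, whatever share of replicates individually reach that level; inactive = mean lysis activity below 80%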
#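 Assay system: Cryptococcus neoformans yeast cells / Dosing: single-point compound dose / Timing: 4 h at 37 °C static, read 1 h later / Measured by: luminescence of released adenylate kinase using an AK detection reagent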
# miR122 inh: miR-122 Renilla sensor signal increase in Huh7, primary screen, miR-122 inhibitor project, cell-based, single point, plate reader; Huh7 miR-122 Renilla luciferase sensor, 48 h; neutral wells = 0, positive control = 100; activation (reporter increase), % at 12.5 µM; 340,000 compounds, 0.3% hits; AID 602342, 2012;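 active = mean replicate activation score at least 90 and every replicate individually at or above 90; inconclusive = only one of the two criteria met; inactive = neither criterion met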;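 also: higher luciferase means less miR-122 activity so hits act as miR-122 inhibitors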
# Starred values were filed as active, the others as inactive; u = inconclusive; x = not tested or not shown; & = joins results of further samples; [ ] = remark or other dose.
# Below each compound – ERp5 inh, Cneo AK release, ARNT-TACC3 inh, miR122 inh, Statin myotox sup, esBAF inh, SIRT5 inh
O=C(N/C(=C/c1cccs1)C(=O)N1CCCC1)c1ccccc1
  4, -6, 3, -4, 0, 1, -2
COc1ccc(S(=O)(=O)N(C)CC(=O)Nc2ccc(C(F)(F)F)cc2)cc1Cl
  x, 0, -5, x, -10, 4, x
COCC#Cc1ccc2c(c1)O[C@@H](CN(C)C(=O)Nc1ccc(OC)cc1)[C@H](C)CN([C@@H](C)CO)S2(=O)=O
  6, -2, 5, -4[16.7 µM], 15, 3, 4
C=CC[C@@H](CC(=O)N[C@H](CO)Cc1ccccc1)C(=O)N[C@@H](C)COC(=O)[C@@H](CC=C)Cc1ccc(F)cc1
  1, 3, -1, x, 12, 9, x
CN(CCOc1ccccc1)CC(=O)Nc1ccc(Cl)c(S(=O)(=O)N(C)C)c1
  -2, x, -8, x, x, x, -2
CNC(=O)c1nc(C)n(-c2ccc([N+](=O)[O-])cc2)n1
  5, x, -2, 8, x, x, 10
COc1ccc(Oc2nccc(OC)c2C#N)cc1
  0, -1, -10, -3, 30, 9, -3
Cc1ccc(S(=O)(=O)Nc2ccc3c(c2)CC(=O)N([C@@H](C)CO)C[C@H](C)[C@H](CN(C)S(=O)(=O)c2ccc(Cl)cc2)O3)cc1
  x, 0, 4, -4[16.7 µM], 4, 3, x
Cc1cnc(C(=O)OCC(=O)c2ccc(Br)s2)cn1
  -1, 2, 2, -2, -4, 2, 0
CC(C)NC(=O)N(C)C[C@H]1Oc2c(NC(=O)C3CCOCC3)cccc2C(=O)N([C@H](C)CO)C[C@H]1C
  -2, -2, -3, -9[16.7 µM], 3, 6, 1
O=C1[C@H]2[C@@H](c3ccc(F)cc3)N3C(=O)N(c4cccc(Cl)c4)C(=O)[C@@]3(Cc3ccccc3)[C@H]2C(=O)N1C1CCCCC1
  -2, 0, -5, x, 13, 16, x
Cn1nc(C(=O)Nc2ccccc2Cl)cc1C(=O)Nc1ccccc1Cl
  1, -1, -4, -4, -19, 4, -1
O=S(=O)(N/N=C/c1ccc(F)cc1)c1ccccc1
  8, -1, 0, 64, 0, -5, -2
COCc1cccc(-c2csc(C(NC(C)=O)c3cccc(OC)c3)n2)c1 (stereo not drawn)
  4, 0, x, -13, 26, 6, 6
Cc1cnn(CCC(=O)NNC(=S)Nc2cccc(Cl)c2)c1
  x, 0, 8, -5, -2, -11, x
COc1cc2cnc(-c3ccccc3)c(-c3ccc([N+](=O)[O-])cc3)c2cc1OC
  0, -4, 0, -3, 0, 18, -2
O=C(C[C@@H]1CC[C@H]2[C@@H](COC[C@H](O)CN2C(=O)c2ccncc2)O1)Nc1ccc(-c2ccccc2)cc1
  1, 1, 14, -4[16.7 µM], -54, 4, -3
CC(=O)c1c(C)[nH]c(C(=O)N2c3ccccc3CC2C)c1C (stereo not drawn)
  0, -1, -6, 14, 3, 2, -2
O=C(Nc1ccc2ncccc2c1)c1ccccc1Br
  x, -3, -8, -8, -1, 110*, x
C[C@@H]1CN([C@H](C)CO)C(=O)Cc2cc(NC(=O)c3ccncc3)ccc2O[C@@H]1CN(C)CC1CCCCC1
  5, 5, -1, -13[16.7 µM], 16, 4, -2
O=c1[nH]c(C2CCN(S(=O)(=O)/C=C/c3ccccc3)CC2)nc2c1nnn2Cc1ccc(F)cc1
  8, -4, 0, x, 14, 4, -6
O=C(CCC(=O)N1CCOc2ccc(Cl)cc21)NCc1ccccc1
  3, -1, 2, -6, 4, -1, -6
Oc1ccccc1-c1cc(C(F)(F)F)nc(-c2ccccc2)n1
  -5, -3, -11, 1, 21, -5, 2
Cc1c(NC(=O)c2cc(-c3ccccc3)on2)c(=O)n(-c2ccccc2)n1C
  4, -3, 25, 1, -9, -5, 6
Cc1csc(=NC(=O)c2ccccc2)n1C
  x, 0, -1, -7, 11, u, x
C[C@@H]1CCCCO[C@H](CN(C)C(=O)CCCN(C)C)[C@@H](C)CN([C@H](C)CO)C(=O)c2cc(NS(=O)(=O)c3ccc(Cl)cc3)ccc2O1
  -3, -3, -3, 3[16.7 µM], x, 0, -2
O=C(NCCS(=O)(=O)N1CCN(c2cccc(Cl)c2)CC1)C1CC1
  1, 0, -3, x, 5, 0, -2
N#C[C@@H]1[C@H](c2ccc(C3=CCCCC3)cc2)[C@H](CO)N1S(=O)(=O)c1cccc(F)c1
  -1, 5, 16, x, 3, -5, 5
Cc1cc(C(F)F)nn1CC(=O)NC1CCCCCC1
  -5, 4, -6, 1, 14, -1, -1
CCOc1ccc(C=O)cc1CN1CCCCC1
  x, -1, -2, 21, 18, 4, x
CCc1nnc(NS(=O)(=O)c2ccc(N=Cc3c(C)[nH]n(-c4cccc(Cl)c4)c3=O)cc2)s1
  3, -2, 23, x, x, x, 5
CCN(CC(=O)Nc1cc(S(=O)(=O)N2CCCCC2)ccc1C)Cc1ccccc1
  7, -2, -1, 5, -29, x, -2
COC(=O)C[C@@H]1CC[C@H]2[C@H](COc3ccc(NC(=O)c4ccc(C(F)(F)F)cc4)cc3C(=O)N2C)O1
  -4, 37, -7, 4[16.7 µM], -6, 21, 2
CSc1nsc(SCC(=O)NC2CCCCC2)n1
  x, -2, -10, 0, 69*, 18, x
COc1ccc(/C=C2\SC(=S)N(CCC(=O)Nc3ccccc3C(=O)O)C2=O)cc1
  -1, 8, -8, -8, 5, -35, 9
COc1cccc(NC(=O)COC(=O)c2c(-c3ccccc3)noc2C)c1
  x, -3, -8, 2, 25, 0, x
CN1CCN(C(=O)c2c(O)c3cccc4c3n(c2=O)CC4)CC1
  x, x, -2, -3, 4, -10, x
O=C(NCC[C@H]1CC[C@@H](NC(=O)C2CCOCC2)[C@H](CO)O1)Nc1ccc(Cl)cc1
  -4, -2, x, x, -13, 7, -2
CCc1cc(C(N)=S)ccn1
  -5&4, 0&-2, 1&-1, 4&2, -3&0, -6&-5, -4&0
Cc1ccccc1NC(=S)N(CCN1CCCCCC1)Cc1cccs1
  3, x, -15, x, x, x, 1

# Sorted by value in esBAF inh (smallest number first): some entries from above.
SMILES	ERp5 inh	ARNT-TACC3 inh	miR122 inh	esBAF inh	SIRT5 inh
COc1ccc(/C=C2\SC(=S)N(CCC(=O)Nc3ccccc3C(=O)O)C2=O)cc1	-1	-8	-8	-35	9
COc1cccc(NC(=O)COC(=O)c2c(-c3ccccc3)noc2C)c1	x	-8	2	0	x
COC(=O)C[C@@H]1CC[C@H]2[C@H](COc3ccc(NC(=O)c4ccc(C(F)(F)F)cc4)cc3C(=O)N2C)O1	-4	-7	4[16.7 µM]	21	2

# Following part
# Below each compound – ERp5 inh, Cneo AK release, ARNT-TACC3 inh, miR122 inh, Statin myotox sup, esBAF inh, SIRT5 inh
Cc1[nH]c2ccc(-c3nnc(SCC(=O)NCc4ccco4)n3Cc3ccccc3)cc2c1C
  x, 0, 4, 28, x, 13, x
COc1cccc(-c2ccc([C@H]3[C@@H](CO)N4CCCCN(S(=O)(=O)c5cn(C)cn5)C[C@H]34)cc2)c1
  -3, 53, 0, 13[16.7 µM], 8, -6, 0
CCC(=O)N1CCc2cc(S(=O)(=O)NCCC(=O)N3CCN(c4cccc(OC)c4)CC3)ccc21
  0, 0, x, -4, 4, -2, 3
C=CCn1c(C)cc(-c2csc(NC)n2)c1C
  3, 2, -15, -4, -3, -4, -4
COc1ccc(NS(=O)(=O)c2ccc(C)c(C(=O)OC(C)C(=O)N3CCOCC3)c2)cc1 (stereo not drawn)
  -1, -1, 8, 31, 3, 0, -1
CN(C(=O)COC(=O)CCc1nc2ccccc2c(=O)[nH]1)C1CCS(=O)(=O)C1 (stereo not drawn)
  -1, x, -2, x, x, x, -2
O=C1CN(C(=O)/C=C/c2ccc(Br)cc2)CCN1
  2, -1, -2, -7, 1, 2, -8
NC1=Nc2cccc3cccc1c23
  -1, -2, 19, -2, 15, -4, -2
O=c1c2ccccc2nc(-c2ccccc2)n1/N=C/c1ccc([N+](=O)[O-])cc1
  x, 0, 2, 1, x, x, x
O=C1CCCCN1CCC(=O)N1CCCC(N2CCN(c3cccc(Cl)c3)CC2)C1 (stereo not drawn)
  1, 6, -1, -2, 2, 20, -1
CCCC1=Nc2cc(C(=O)N3CCC(C(N)=O)CC3)ccc2Sc2ccccc21
  x, -1, 2, 20, 27, 3, 8
COc1cccc(NC(=O)C[C@@H]2CC[C@H]3[C@H](COc4ccc(NC(C)=O)cc4C(=O)N3C)O2)c1
  0, 0, -5, -7[16.7 µM], -1, 0, 0
CO[C@H](CN(C)Cc1cc(F)ccc1F)[C@@H](C)CN(C(=O)Nc1ccc(F)cc1)[C@@H](C)CO
  0, 1, 1, x, -4, 0, -2
CC(=O)c1ccc(S(=O)(=O)N2CCN(C(=O)/C=C/c3ccc4ccccc4n3)CC2)cc1
  9, -5, 8, -7, -51, -14, -4
C[C@@H]1CN([C@@H](C)CO)C(=O)Cc2cc(N(C)C)ccc2O[C@H]1CN(C)Cc1ccc(C(=O)Nc2ccccc2N)cc1
  -4, -2, 1, 113*[16.7 µM], 39, -38, 0
Cc1ccc2c(c1)NC(=O)C(CC(=O)NCCCN1CCCC1)O2 (stereo not drawn)
  3, -3, 3, 0, -5, 4, x
COCCCNC(=O)CS(=O)(=O)Cc1nc(-c2ccccc2C)oc1C
  6, -1, -4, -4, 6, 3, 10
COC(=O)c1ccccc1C(=O)N1CCC(CCC(=O)NC2CC2)CC1
  -7, 0, -5, -2, 17, 1, -5
COc1cc(CNc2ccc(O)cc2)cc(Br)c1OCc1ccccc1F
  x, -1, 26, 2, x, x, x
COC(=O)[C@H]1C[C@H](OC(=O)NCc2ccco2)[C@@]2(O)CN(S(=O)(=O)c3ccc(C)cc3)CC2[C@H]1C(=O)OC (stereo partly drawn)
  -7, -1, x, -1, -9, -7, -4
COC(=O)c1c(-c2cccc(C)c2)csc1NC(=O)C1CCCO1 (stereo not drawn)
  4, 12, 7, 2, -11, 17, 1
COC(=O)c1ccc(COc2ccc(CNCc3ccc(Cl)cc3)cc2)cc1
  1, -1, 28, 1, 0, 39, 2
CN1CCN(C(=O)C[C@@H]2CC[C@@H]3[C@H](COC[C@H](O)CN3C(=O)C3CCOCC3)O2)CC1
  1, -1, -8, -2[16.7 µM], -25, -6, 5
COc1ccc(Cl)cc1NC(=O)CN(C)C(=O)CCc1nc2ccccc2c(=O)[nH]1
  -14, -1, 8, x, 5, 4, 5
O=C(NCC1CCCO1)C(=O)NCC(c1ccco1)N1CCN(c2ccc(F)cc2)CC1 (stereo not drawn)
  2, -3, -11, -3, 0, -4, -10
COc1ccc(Nc2nc(N)nc(CN(C)C3CCCCC3)n2)cc1
  x, 3, 56*, 8, 7, 4, x
Cc1nn(C)c(Oc2cccc(Cl)c2)c1C#N
  1, -1, -9, -5, x, x, -3
COC(=O)c1ccccc1S(=O)(=O)N1CCC(C(=O)NCCC2=CCCCC2)CC1
  -12, 2, -3, -2, 6, 7, -2
CN1C(=O)N(C)C2(CC1(C)C)CC(C)(C)N(C)C(=O)N2C
  x, 2, -2, x, 6, -2, x
COc1ccc(C(=O)NC(=S)N2CCOCC2)cc1[N+](=O)[O-]
  5, -2, 9, 0, x, x, -2
COc1ccc(CCn2c(N3CCN(Cc4ccccc4)CC3)nc3c2c(=O)[nH]c(=O)n3C)cc1
  x, 4, -6, -5, -19, 1, x
COc1cc(CC(=O)OCC(=O)N2CCCCC2)cc(OC)c1OC
  -1, 2, -21, 6, -2, -2, 0

# High-throughput results deposited in PubChem by Broad Institute.
